# Source: PubChem (The Scripps Research Institute Molecular Screening Center)
# TEAD-YAP block: TEAD-YAP interaction inhibition. HEK-TIYL cells, TEAD-Gal4/YAP UAS-luciferase luminescence. inhibition, % at 9.12 µM. 640,000 tested, 1.4% active. AID 1259422; in the data active = inhibition above about 32%;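 note: 0% = median of test compound wells and 100% = reference inhibitor wells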
# FBW7 activator: human FBW7 E3 ligase activation, primary screen. AlphaScreen FBW7–phospho-cyclin E peptide binding, activator screen. normalized activity (activation), % at 26.1 µM. 650,000 tested, 0.13% active. AID 1259310; in the data active = normalized activity above about 1.9%;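 note: purified mutant Fbw7 with reduced substrate affinity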
# Target sequence (Q969H0 whole entry, looked up): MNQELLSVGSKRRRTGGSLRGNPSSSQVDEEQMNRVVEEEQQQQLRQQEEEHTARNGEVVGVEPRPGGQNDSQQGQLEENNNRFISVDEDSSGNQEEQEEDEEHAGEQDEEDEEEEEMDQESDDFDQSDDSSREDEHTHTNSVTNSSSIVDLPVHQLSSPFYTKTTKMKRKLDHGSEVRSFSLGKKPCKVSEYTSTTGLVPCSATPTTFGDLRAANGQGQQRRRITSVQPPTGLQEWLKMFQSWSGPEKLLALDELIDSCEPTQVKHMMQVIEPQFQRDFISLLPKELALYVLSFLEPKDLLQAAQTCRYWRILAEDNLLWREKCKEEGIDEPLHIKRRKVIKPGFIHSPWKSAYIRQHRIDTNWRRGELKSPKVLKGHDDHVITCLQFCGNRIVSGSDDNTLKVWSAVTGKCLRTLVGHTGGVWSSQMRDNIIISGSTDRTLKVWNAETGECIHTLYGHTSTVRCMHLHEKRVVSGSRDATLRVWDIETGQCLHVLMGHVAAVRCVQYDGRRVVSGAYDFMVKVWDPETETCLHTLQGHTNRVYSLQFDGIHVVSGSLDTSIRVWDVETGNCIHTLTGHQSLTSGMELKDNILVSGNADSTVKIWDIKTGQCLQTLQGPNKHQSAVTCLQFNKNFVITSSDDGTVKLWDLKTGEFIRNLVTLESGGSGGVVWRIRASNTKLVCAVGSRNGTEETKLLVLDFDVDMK
# GPR151 ag: human GPR151 activation | activation, % at 11.2 µM | 650,000 tested, 1% active | PathHunter beta-arrestin GPR151 cells, luminescence | Q8TDV0; in the data active = activation above about 4.9%;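 note: 0% = median of compound wells and 100% = cells with positive control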
# MITF primary: human MITF inhibition, primary screen; O75030; inhibition, % at 2.6 µM; 650,000 tested, 0.91% active; AlphaScreen MITF homodimerization, bead proximity signal; AID 1259374; in the data active = inhibition above about 50%;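 note: 0% = vehicle wells with protein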
# Numbers without * were called inactive.
SMILES,TEAD-YAP block,FBW7 activator,GPR151 ag,MITF primary
CCOc1ccc(-c2nnc(SCC(=O)N3CCCC3)o2)cc1,-13,0.1,-0.6,16
OCCC1CN(Cc2ccc3nsnc3c2)CCN1C1CCCC1 (stereo not given),0,0.0,-0.1,-5
CC12CN3CC(C)(CN(C1)C3c1cccc(Br)c1)C2 (stereo not given),-4,-0.2,2.2,-7
Cc1ccc(-c2ccc(=O)n(CCC(=O)NCc3cccnc3)n2)cc1,-4,0.0,0.4,-4
COc1cc(-c2cnc3ccc(NCc4ccc5c(c4)OCO5)nn23)cc(OC)c1OC,-16,-0.5,1.8,-5
Cc1nn(C(=O)Cc2ccc(Cl)cc2)c(C)c1Br,-1,0.3,1.8,14
NS(=O)(=O)c1ccc(CNC(=O)c2ccc(C(=O)N(C3CCCCC3)C3CCCCC3)cc2)cc1,0,0.4,2.4,5
CC(NC(=O)Cc1csc(NC(=O)c2ccccc2)n1)c1ccccc1 (stereo not given),5,0.0,3.6,5
CCOCCC(=O)Nc1ccccc1F,7,0.0,-0.5,15
COc1ccc(C)cc1NC(=O)N(C(C)C)C1CCN(C(C)=O)CC1,6,0.0,-1.8,-3
CC(=O)Nc1ccc(Nc2cc(N3CCCC3CO)ncn2)cc1 (stereo not given),-19,-0.1,5.2*,-2
CC(=O)Nc1ccc2nc(NC(=O)c3ccc([N+](=O)[O-])cc3)sc2c1,-3,-0.1,-1.1,10
C=CCN=C1SC(CC(=O)Nc2ccccc2)C(=O)N1S(=O)(=O)c1ccccc1 (stereo not given),6,-0.1,-0.3,1
O=C(c1ccc(Br)cc1)N1CCN(c2ccc([N+](=O)[O-])c(N3CCCCC3)c2)CC1,3,0.1,-0.4,4
O=C(Nc1nc2nccc(-c3ccccc3)n2n1)c1cccc([N+](=O)[O-])c1,12,-0.1,0.4,6
Cc1ccc(C(=O)OC(C)CN2CCCCC2)cc1 (stereo not given),-10,-0.1,-0.6,-11
Cc1ccc(C)c(NC(=O)c2cc(S(=O)(=O)N3CCCc4ccccc43)ccc2F)c1,-1,0.0,0.6,1
CCOC(=O)c1nnn(-c2nonc2N)c1-c1ccc(OCC)cc1,-18,0.3,0.1,-8
Cc1ccc(S(=O)(=O)N(CCc2ccccc2)CC(=O)Nc2ccc(Cl)cc2C)cc1,10,0.1,0.2,5
COc1ccc(S(=O)(=O)N2CCC(Nc3nc(C(F)(F)F)cc(=O)[nH]3)CC2)cc1,0,0.3,1.1,-5
COCCNc1nc(-c2ccc(SC)cc2)ccc1C(=O)NCCNC(C)=O,-19,0.3,-0.4,13
COc1cccc(-c2cn[nH]c2C2CCN(C(=O)C(C)n3nc(C)cc3C)CC2)c1 (stereo not given),9,-0.3,-1.2,7
CC(=O)c1c(C)nn(C)c(=O)c1NC(=O)c1cc(Cl)cc(Cl)c1,-2,0.0,-0.9,-7
O=C(O)C1=CN2CCS(=O)(=O)N=C2C=C1,-5,0.1,0.2,8
O=c1[nH]c2cc([N+](=O)[O-])ccc2nc1/C=C(\O)c1ccccc1,-3,0.1,0.5,-13
CCOc1ccc(-n2cc(C(=O)N(C)C3CCCCC3)c3cc(OC)c(OC)cc3c2=O)cc1,-4,0.2,-0.2,-1
Cc1nnc2c(Nc3ccc(Br)cc3)nc3ccccc3n12,1,0.0,1.9,-8
Cc1cc(C)n(-c2nc3ccccc3n3c(C)nnc23)n1,0,0.0,-1.0,-8
N#Cc1c(NC(=O)c2ccccc2CCc2ccccc2)sc2c1CCCC2,-6,0.0,0.4,9
Cc1cc(-c2cn[nH]c2C2CCCN(C(=O)CCn3nc(C)cc3C)C2)on1 (stereo not given),-8,0.1,0.2,8
COC(=O)c1c[nH]c2ccc(S(=O)(=O)N3CCCC3)cc2c1=O,11,0.1,1.4,10
CC(=O)Nc1ccc(N2C(=O)CC(/C=C3/N(C)c4ccccc4C3(C)C)C2=O)cc1 (stereo not given),-4,-0.1,-0.6,6
COc1cc(OC)c(C2=NOC(C(=O)O)C2)cc1Cl (stereo not given),-5,-0.2,-0.1,1
COc1ccc(-c2cc(-c3ccccc3)c(C#N)c(SCC(O)CS(=O)Cc3ccc(Cl)cc3)n2)cc1 (stereo not given),-3,0.0,0.8,4
CCCCN(C)c1ncnc2c1sc1nc(N3CCOCC3)c3c(c12)CCCC3,0,0.2,1.7,-4
CN1CCN(c2ccc(-c3nc(NCc4cccc(C(F)(F)F)c4)c4ncn(-c5ccccc5)c4n3)cc2)CC1,1,-0.2,-1.3,6
COc1cc(/C=C2/SC(=O)N(CC(=O)O)C2=O)cc(OC)c1OC,9,-0.1,1.2,12
CCOC(=O)Cn1nnnc1CN(Cc1cccnc1)Cc1ccccc1Cl,-6,-0.1,4.8,-2
COc1ccccc1OCC(=O)N/N=C/c1ccccc1,-1,-0.1,0.3,6
O=C1NC(c2ccccc2)=NC1=C(Cl)Cl,-15,0.0,0.9,9
COc1cc(OC)cc(C(=O)N2CCN=C2SCc2cccc([N+](=O)[O-])c2)c1,-15,-0.2,1.5,-7
C=CCc1cccc(/C=N\NC(=O)CSc2nc(C)cc(C)n2)c1O,5,-0.2,0.2,15
O=C(COC(=O)c1ccc(OC(=O)c2ccc([N+](=O)[O-])cc2)cc1)c1ccccc1,-12,0.1,-1.4,2
CC(=O)CC1OC(=O)C(Oc2ccccc2)=C1Br (stereo not given),-1,0.0,-0.2,1
O=C(O)C1CCC(=O)N1C1c2ccccc2Oc2ccccc21 (stereo not given),-8,-0.1,-0.8,6
CCCCNC(=O)Cc1c(C(=O)O)[nH]c2ccc(Cl)cc12,4,0.1,1.4,4
Cc1scc(CN2CCc3ccccc3C2)c1C,10,0.2,-1.0,8
CCn1c(C(N)c2ccc(OC)cc2)nc2cc(F)c(-c3ccnc(N)n3)cc21 (stereo not given),-2,0.0,0.4,17
CC(C)(C)c1ccc(C2=N/C(=C\c3ccccc3C(F)(F)F)C(=O)O2)cc1,-7,0.0,0.9,6
O=C(CSc1cn(Cc2ccccc2Cl)c2ccccc12)N1CCCCCC1,1,-0.1,-0.7,9
CCCN(C(=O)CCNC(=O)Cn1cnc2ccccc2c1=O)c1cccc(Cl)c1,13,-0.1,0.0,3
CC(=O)N(Cc1ccc(S(N)(=O)=O)cc1)C1CC(=O)N(c2ccccc2)C1=O (stereo not given),9,0.2,0.7,18
CC(=O)N1CCN(c2ccc([N+](=O)[O-])c(-n3nc(C)c4ccccc4c3=O)c2)CC1,-1,0.1,-0.7,13
COc1cncc(-c2cnn3ccc(Nc4ccc(N5CCOCC5)cc4)nc23)c1,39*,0.4,0.0,7
CN1CCN(C(=O)c2ccc(-c3cc(NCc4ccccc4)ncn3)cc2)CC1,3,0.2,1.2,-6
Cc1cc(Br)cc(/C=N\NC(=O)c2ccc(N)cc2)c1O,66*,-0.5,0.1,-4
COCc1ccc(C(=O)N2CCc3c([nH]c4ccccc34)C2c2cccc(C)n2)o1 (stereo not given),-14,-0.1,-0.4,-1
CSc1ccc(S(=O)(=O)Nc2cccc(F)c2)cc1,7,-0.1,2.5,24
O=C(Nc1nnc(C23CC4CC(CC(C4)C2)C3)s1)C12CC3CC(CC(C3)C1)C2,4,0.0,0.4,9
CS(=O)(=O)N1CCN(C(=S)Nc2cccc3ccccc23)CC1,0,-0.1,-0.7,1

# 17 of these compounds in another layout.
structure	TEAD-YAP block	FBW7 activator	GPR151 ag	MITF primary
CC(=O)CC1OC(=O)C(Oc2ccccc2)=C1Br (stereo not given)	-1	0.0	-0.2	1
O=C(O)C1CCC(=O)N1C1c2ccccc2Oc2ccccc21 (stereo not given)	-8	-0.1	-0.8	6
CCCCNC(=O)Cc1c(C(=O)O)[nH]c2ccc(Cl)cc12	4	0.1	1.4	4
Cc1scc(CN2CCc3ccccc3C2)c1C	10	0.2	-1.0	8
CCn1c(C(N)c2ccc(OC)cc2)nc2cc(F)c(-c3ccnc(N)n3)cc21 (stereo not given)	-2	0.0	0.4	17
CC(C)(C)c1ccc(C2=N/C(=C\c3ccccc3C(F)(F)F)C(=O)O2)cc1	-7	0.0	0.9	6
O=C(CSc1cn(Cc2ccccc2Cl)c2ccccc12)N1CCCCCC1	1	-0.1	-0.7	9
CCCN(C(=O)CCNC(=O)Cn1cnc2ccccc2c1=O)c1cccc(Cl)c1	13	-0.1	0.0	3
CC(=O)N(Cc1ccc(S(N)(=O)=O)cc1)C1CC(=O)N(c2ccccc2)C1=O (stereo not given)	9	0.2	0.7	18
CC(=O)N1CCN(c2ccc([N+](=O)[O-])c(-n3nc(C)c4ccccc4c3=O)c2)CC1	-1	0.1	-0.7	13
COc1cncc(-c2cnn3ccc(Nc4ccc(N5CCOCC5)cc4)nc23)c1	39*	0.4	0.0	7
CN1CCN(C(=O)c2ccc(-c3cc(NCc4ccccc4)ncn3)cc2)CC1	3	0.2	1.2	-6
Cc1cc(Br)cc(/C=N\NC(=O)c2ccc(N)cc2)c1O	66*	-0.5	0.1	-4
COCc1ccc(C(=O)N2CCc3c([nH]c4ccccc34)C2c2cccc(C)n2)o1 (stereo not given)	-14	-0.1	-0.4	-1
CSc1ccc(S(=O)(=O)Nc2cccc(F)c2)cc1	7	-0.1	2.5	24
O=C(Nc1nnc(C23CC4CC(CC(C4)C2)C3)s1)C12CC3CC(CC(C3)C1)C2	4	0.0	0.4	9
CS(=O)(=O)N1CCN(C(=S)Nc2cccc3ccccc23)CC1	0	-0.1	-0.7	1

# Next part
SMILES,TEAD-YAP block,FBW7 activator,GPR151 ag,MITF primary
O=C(c1cc(-c2ccc(Cl)cc2)on1)N1CCCCCC1,-41,0.0,0.6,12
COC(CNc1ncc(-c2ccc(C)cc2)cn1)OC,-25,0.8,-0.5,10
COc1ccc(Cl)cc1NC(=O)c1nn(C)cc1[N+](=O)[O-],4,0.1,-1.0,21
Nc1cc(NCCO)ccc1[N+](=O)[O-],1,0.0,0.6,2
CC1=C(C(=O)Nc2cccc(C)c2C)C(c2ccccc2Br)NC(=O)N1 (stereo not given),3,-0.1,0.9,-6
O=C1N[C@H](CO)C(=O)N2CCN(Cc3ccc4ncccc4c3)C[C@H]12,-3,-0.3,0.4,-7
C/C(CC(=O)NC12CC3CC(CC(C3)C1)C2)=N\NC(=O)c1ccccc1F,-51,0.4,-0.2,10
Cc1ccccc1NC(C)C(=O)N/N=C/c1cc([N+](=O)[O-])ccc1O (stereo not given),15,-0.7,1.0,20
Cn1c(CNC(=O)Cc2ccccc2F)nnc1SCc1ccccc1,-1,-0.2,0.3,-11
COc1ccc(C2CC(=O)C3=C(C2)NC(C)=C(C(=O)OC(C)C)C3c2ccc(SC)cc2)cc1OC (stereo not given),14,-0.1,0.3,-1
O=C(Nc1cccc(F)c1)c1cnccn1,-26,-0.1,-1.8,-2
CCN(CC)S(=O)(=O)c1cccc(C(=O)Nc2ccccc2C(=O)Nc2ccc(Cl)cc2)c1,-5,0.0,-0.5,-2
COc1ccc(/C=C2\C(=N)N3N=C(N4CCCCC4)SC3=NC2=O)cc1,0,0.4,-0.8,20
O=C(Nc1ccc(Cl)cc1C(F)(F)F)c1cc(S(=O)(=O)N2CCCCCC2)ccc1F,-6,0.0,2.4,0
Cc1ccc(CC(=O)Nc2nccs2)cc1,-9,-0.4,1.1,-2
COc1cc(/C=C2/C(=O)NC(=O)N(c3cccc(C)c3)C2=O)cc(Cl)c1O,-4,-0.1,-0.1,-4
COc1ccc(C(=O)Nc2ccc([N+](=O)[O-])cn2)c(OC)c1,-78,0.0,-0.5,5
CCOC(=O)Cn1nc(C)c(NC(=O)c2ccc(Cl)cc2)c1C,-13,-0.1,-0.6,-50
O=C(CSc1nc2ccccc2n1S(=O)(=O)c1ccccc1)Nc1ccc(Br)cc1F,1,0.8,-0.6,-1
CCOc1ccc(NC(=O)CS(=O)(=O)c2cn(C)c3ccccc23)cc1,-3,-0.1,2.1,2
O=C(N/N=C/c1ccc(Br)cc1)C(=O)Nc1cccc(Cl)c1,5,0.1,0.6,2
O=C(Nc1ccccc1)c1sc2nncc(=O)n2c1C(=O)O,-3,-0.1,0.5,-7
CC1(C)CC(=O)C2=C(C1)NC(SCC(=O)N1CCOCC1)=C(C#N)C2c1ccco1 (stereo not given),-17,0.0,0.9,4
CN(Cc1nc(-c2ccncc2)no1)S(=O)(=O)c1ccccc1,-7,-0.1,-1.1,-13
COc1ccccc1NC(=O)COc1ccccc1C(=O)O,3,-0.2,2.2,0
C=CCN1C(=O)/C(=C\c2cc(OC)c(OC)c(OC)c2)SC1=S,4,-0.2,-0.7,-1
O=C1N[C@@H](Cc2c[nH]c3ccccc23)C(=O)N2C[C@@H](NCc3ccsc3)C[C@@H]12,4,0.3,-0.9,17
O=C(NCCCO)/C(=C/c1ccc(Br)cc1)NC(=O)c1ccco1,3,0.3,-0.4,8
COC(=O)C1=C(C)N(c2ccc(OC)c(Cl)c2)C(=O)/C1=C\c1ccc(C(=O)OC)cc1,1,0.1,0.7,13
COC(=O)C1CCN(C(=O)c2cccc(Br)c2)CC1,9,0.1,0.0,8
CC(C)c1ccc(NC(=O)c2cc(S(=O)(=O)NCCc3ccccc3)ccc2F)cc1,13,-0.2,5.8*,4
O=C(CCn1cnc2ccccc2c1=O)Nc1nnc(SCc2ccccc2)s1,-6,-0.2,1.7,-2
COc1cc(-n2cnc3cc(C(=O)NCc4cccnc4)ccc32)cc(OC)c1OC,-43,0.6,0.2,16
CSCCCN1CCOc2ccc(C(O)CC(C)C)cc2C1 (stereo not given),-3,0.0,0.2,13
Cc1ccc(-c2nc3ccccc3o2)cc1NC(=O)c1ccc(Cl)c([N+](=O)[O-])c1,9,0.1,-1.0,6
CCOc1ccc(/C=C2\SC(N3CCCC3)=NC2=O)cc1,-5,-0.1,0.9,3
